Screening data deposited in PubChem by Fisher Drug Discovery Resource Center.
NPYLR7 ag – mosquito NPYLR7 agonism. activation, % at 10 µM. AID 1259423. hit rate 0.15% among 270,000. HEK293T NPYLR7/Galpha15, GCaMP6s calcium fluorescence; in the data active = activation above about 40%;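 note: 0% = vehicle and 100% = reference agonist at the receptor; some compounds past the cut are filed as inactive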
mcGAS lum – mouse cGAS inhibition by luminescence. inhibition, % at 12.5 µM. recombinant cGAS, Kinase-Glo ATP depletion luminescence. hit rate 0.15% among 160,000. Q8C6L5. AID 1259399;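 note: 0% = negative control wells and 100% = reference inhibitor with no enzyme activity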
hcGAS lum – inhibitors of human cGAS | Q8N884 | recombinant h-cGAS, ATP depletion, Kinase-Glo luminescence | inhibition, % at 12.5 µM | hit rate 0.081% among 290,000;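 note: 0% = vehicle reaction and 100% = reaction without DNA for no activity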
Target sequence (Q8N884 whole entry, looked up): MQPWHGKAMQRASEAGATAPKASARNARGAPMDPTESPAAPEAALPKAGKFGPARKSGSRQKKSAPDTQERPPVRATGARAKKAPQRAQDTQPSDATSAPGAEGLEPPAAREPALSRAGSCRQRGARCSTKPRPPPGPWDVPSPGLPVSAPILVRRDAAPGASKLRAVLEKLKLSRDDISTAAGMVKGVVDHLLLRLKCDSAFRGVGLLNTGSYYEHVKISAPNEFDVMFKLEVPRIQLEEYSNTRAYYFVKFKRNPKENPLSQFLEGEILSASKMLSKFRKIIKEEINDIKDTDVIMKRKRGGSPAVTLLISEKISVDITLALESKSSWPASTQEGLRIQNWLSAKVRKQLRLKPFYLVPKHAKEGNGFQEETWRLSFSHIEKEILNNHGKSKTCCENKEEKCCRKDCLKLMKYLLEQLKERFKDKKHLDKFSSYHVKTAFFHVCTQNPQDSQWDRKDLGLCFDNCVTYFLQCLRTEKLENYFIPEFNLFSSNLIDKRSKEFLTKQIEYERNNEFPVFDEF
* marks the source's active call; other numbers are inactive results; . = not tested or not shown; & = joins results of further samples. Cut-off read from the data, not from the text of the source, unless noted: active = inhibition above about 40%; inactive = the rest. Rows were taken by chance; overall some 0.26% were active at least once.

SMILES | NPYLR7 ag | mcGAS lum | hcGAS lum
C=CCSc1nnc(N2C(=O)CC(c3cccs3)C3=C2CCCC3=O)s1 (stereo not given) | 1 | . | -4
COc1ccc(OC)c(C2NC(=O)N(C)C3=C2C(=O)N(C2CCCCC2)C3)c1 (stereo not given) | 38 | -5 | -4
CN1CCCC[C@]2(C[C@H](C(=O)O)[C@H](c3ccccc3)N2C(=O)c2ccccc2)C1=O | 3 | 0 | 5
CCCCn1c(=O)c2c(nc3n2CC(C)CN3c2ccc(F)cc2)n(C)c1=O (stereo not given) | 0 | . | -4
CN(C)c1ccc(NC(=O)c2cccs2)cc1CN(CC1CCCO1)S(C)(=O)=O (stereo not given) | 0 | -3 | 1
CCn1cncc1CNc1ncnc2c1CCN(C(=O)C1CC1)C2 | 6 | -14 | -10
CCCCC1CN(CCNC(=O)c2ccc(OC)c(OC)c2OC)Cc2ccccc2O1 (stereo not given) | 13 | -13 | -6
O=C(c1ccco1)N1CCN(c2nccn3c(-c4ccc(CO)cc4)cnc23)CC1 | -5 | -1 | -5
CN(C)c1ccc(CC(=O)N2CCCCC2c2cc(C(=O)Nc3ccccc3Cl)no2)cc1 (stereo not given) | 15 | -5 | -5
COc1cc(Nc2nccc3[nH]c(-c4cccs4)nc23)cc(OC)c1OC | -5 | -7 | -7
CCOC(=O)C1=C(C)NC(C)=C(C(=O)OCC)C1c1ccco1 | 10 | -5 | -3
CC(=O)Nc1cc(-c2ccccc2)nn1-c1ccc(C(=O)N2CCOCC2)cc1 | -5 | -4 | -8
NC(=O)c1cnc(N2CC(O)C(N3CCCC3)C2)c(Cl)c1 (stereo not given) | 5 | . | -18
CCc1ncc(CN2CCCC(C(=O)Nc3cccc(-c4ccc(F)cc4)c3)C2)cn1 (stereo not given) | 1&9 | . | 5&-5
COc1cc2c(cc1OC)C(c1ccccc1Cl)N(C(=O)c1cccc3cc[nH]c13)CC2 (stereo not given) | 20 | -7 | -6
Fc1ccc(Cn2nnc3c(SCc4ccccn4)ncnc32)cc1 | 8 | -5 | -7
CCN(Cc1nc(C)no1)C(=O)c1cccc(C#CC(C)(C)O)c1 | 23 | -15 | 1
CC(NC(=O)c1nc2ccccn2c1F)C(C)(C)C (stereo not given) | -3 | . | 0
O=C(CN1CCC(Cn2cnc3ccccc32)CC1)Nc1nccs1 | 0 | . | -3
COCCN(Cc1nccn1Cc1ccccc1Cl)S(=O)(=O)c1ccc(C)cc1 | 6 | -5 | -5

Reprinted at random: four entries already listed
SMILES | NPYLR7 ag | mcGAS lum | hcGAS lum
O=C(c1ccco1)N1CCN(c2nccn3c(-c4ccc(CO)cc4)cnc23)CC1 | -5 | -1 | -5
O=C(CN1CCC(Cn2cnc3ccccc32)CC1)Nc1nccs1 | 0 | . | -3
CCc1ncc(CN2CCCC(C(=O)Nc3cccc(-c4ccc(F)cc4)c3)C2)cn1 (stereo not given) | 1&9 | . | 5&-5
CN(C)c1ccc(CC(=O)N2CCCCC2c2cc(C(=O)Nc3ccccc3Cl)no2)cc1 (stereo not given) | 15 | -5 | -5

(listing goes on)
SMILES | NPYLR7 ag | mcGAS lum | hcGAS lum
CCOc1c(CC)cnc2c1c(=O)n(Cc1cccnc1)c(=O)n2C | -7 | . | -7
CSc1nc(N2CCCC2)c2cnn(CCNC(=O)c3ccccc3)c2n1 | . | 1 | 2
O=C(NC1CCSc2ccccc21)c1cnc2ccccc2n1 (stereo not given) | 0 | . | 1
CC(=O)Oc1cccc(C(=O)Nc2ccc(-c3nc4ccccc4o3)cc2)c1 | -8 | -6 | -7
CN(c1ccccc1C(N)=O)S(=O)(=O)c1ccc2c(c1)CCCC2 | -1 | . | 0
COc1ccc(CNC(=O)c2cccnc2N2CCN(C(=O)c3c(F)cccc3Cl)CC2)cc1 | -6 | -7 | -4
CN(CC(F)(F)F)C(=O)CN(C1CC1)C1CCS(=O)(=O)C1 (stereo not given) | 3 | . | -1
CSc1nc2c(c(C(F)(F)F)n1)CC(C)CC2 (stereo not given) | -4 | . | -13
O=C(NCCOc1ccccc1)c1sc2cc(F)ccc2c1Cl | 2 | 1 | 5
CCc1c(C)c(C#N)c2nc3ccccc3n2c1Cl | 5 | . | -1
Cc1cc(C(=O)N2CCCCC2C)ccc1NC(=O)COc1ccc(F)cc1 (stereo not given) | 1 | -9 | -7
CCCCCCCC(=O)Nc1nnc(SCC(=O)c2ccc(F)c(F)c2)s1 | 16 | -3 | -1
Clc1c(C=NCc2ccco2)sc2ccccc12 | 3 | . | -5
O=P1(N2CCN(c3ccccc3)CC2)C=C(c2ccccc2)SC(c2ccccc2)=C1 | -1 | -5 | -6
Cc1ccc(/C=C/C(=O)Nc2c(C)nn(C)c2C)o1 | 1 | . | -7
COC(=O)Cn1c(=NC(=O)c2nc3ccccc3s2)sc2ccccc21 | 2 | . | -5
O=C(C1CCCC1)N1CCSC12C(=O)N(Cc1ccccc1Cl)c1ccc(Cl)cc12 (stereo not given) | . | -5 | -9
CN(C)c1ccc(NC(=O)c2ccco2)cc1CN(Cc1ccco1)C(=O)c1cccs1 | -8 | -3 | -6
O=C1CCCC2=Nc3ncnn3C(c3ccc(Cl)cc3)C12 (stereo not given) | 7 | -8 | -9
Cn1c(CCNC(=O)CC2CCCC2)nc2c(F)cccc21 | 10 | . | -10
CCC(C)N(Cc1ccc(C(O)(c2ccccc2)c2ccccc2)o1)Cc1cccs1 (stereo not given) | -2 | -5 | -5
CCc1ncn(Cc2nc(-c3cc(OC)ccc3F)oc2C)n1 | 24 | . | -3
COc1ccc(-n2cc(-c3ccnc(N(C)Cc4cc(C)[nH]n4)n3)cn2)cc1 | -4 | -13 | -2
CC(=O)c1sc2nsc(SCCN3CCCC3)c2c1N | -2 | . | 1
Cc1nc(CC(=O)N2C(=NCc3ccccc3)SCC2(C)C)cs1 | 13 | . | -1
Cn1nnnc1SCc1csc(-c2c(F)cccc2F)n1 | 15 | -6 | -6
CCc1nc2ccc(C(=O)NCc3ccc(OC)cc3)cn2c1N(CC)CCOC | -8 | -3 | -5
COc1cc(=O)n(-c2ccc(F)cc2)nc1C(=O)NC(C)C | 10 | -8 | -8
O=C(COc1cc(=O)n2ccccc2n1)NCc1ccc(F)cc1 | -5 | -5 | -2
CC(=O)NC1C(=O)N(CCCOc2ccccc2Cl)c2ccc(Cl)cc21 (stereo not given) | 0 | -3 | -2
CCOc1nc(NC(C)(C)CO)nc(OCC)n1 | . | -5 | -10
O=C(O)CCn1c(O)c(C=C2C=Nc3ccccc32)sc1=S | 46* | -1 | 4
O=C(NC1CCCC1)c1ccc(Br)o1 | 11 | . | -8
Cc1ccccc1-c1ncc(CN2CCC3(CC2)CNC(=O)C3)s1 | 3 | -12 | -6
Cc1ccsc1[C@@H]1CCN(C(=O)c2cnc(-c3ccccc3)[nH]2)C[C@H]1O | 12 | . | -3
Cc1cc(C(=O)N2CCN(c3nccc(-c4ccc(N5CCOCC5)cc4)n3)CC2)c(C)o1 | 1 | -5 | -1
CN1CCN(C(c2ccco2)C2Sc3ncnn3C2=O)CC1 (stereo not given) | 10 | -6 | -5
c1ccc(CCc2nn3cnnc3s2)cc1 | -1 | -5 | -1
Cc1nn(-c2nnc(NCc3ccccc3)nn2)c(C)c1Br | 2 | . | -5
CNC(=O)CC1CCOC2(CCN(C(=O)Cn3nc(C(F)(F)F)cc3C)CC2)C1 (stereo not given) | . | -6 | -12

Record cards (already shown).
Record of Cc1nc(CC(=O)N2C(=NCc3ccccc3)SCC2(C)C)cs1 : NPYLR7 ag: 13; mcGAS lum: .; hcGAS lum: -1
Record of CN(CC(F)(F)F)C(=O)CN(C1CC1)C1CCS(=O)(=O)C1 (stereo not given) : NPYLR7 ag: 3; mcGAS lum: .; hcGAS lum: -1
Record of CC(=O)NC1C(=O)N(CCCOc2ccccc2Cl)c2ccc(Cl)cc21 (stereo not given) : NPYLR7 ag: 0; mcGAS lum: -3; hcGAS lum: -2

Next entries:
SMILES | NPYLR7 ag | mcGAS lum | hcGAS lum
Cc1ccc(S(=O)(=O)Nc2ccc(O)c(-c3c(O)ccc4ccccc34)c2)cc1 | 7 | -5 | -9
CCCc1cc(=O)n2[nH]c(COC)c(-c3ccc(C)cc3)c2n1 | -17 | . | -5
Cc1cc2cc(CCNC(=O)COc3ccc(Cl)cc3)c(=O)[nH]c2cc1C | 1 | -6 | -3
Cc1ccc(C(C)C)cc1OCC(=O)N=Nc1c(O)[nH]c2ccc(F)cc12 | -4 | 3 | 2
COc1cccc(CNC(=O)C2COc3ccccc3O2)c1 (stereo not given) | 5 | -7 | -11
CCC1CC/C(=N\NC(=O)c2cc(-c3ccco3)nc3ccccc23)C1 (stereo not given) | 2 | . | -4
CCc1cccc(NC(=O)Cn2nc(SC)c(-c3nc(-c4ccc(OC)c(OC)c4)no3)c2N)c1 | 2 | -8 | -3
COc1cccc(C2c3[nH]c4ccccc4c3CCN2C(=O)c2cc(C)oc2C)c1OC (stereo not given) | 3 | . | 6
COc1cc(/C=C2/C(=O)N(c3ccc(Cl)c(Cl)c3)N=C2C)cc(OC)c1O | 11 | -3 | -10
CSCCC(=O)N1CCC(C2CCN(Cc3cccc(F)c3F)CC2)C1 (stereo not given) | -4 | . | -2
CS[C@H]1C[C@H]2OC(c3ccccc3)=N[C@H]2C(=O)N1Cc1ccccc1 | -7 | . | -7
CCOc1cccc(CNC(C)c2cnc(-c3ccncc3)nc2C)c1 (stereo not given) | 2 | . | -5
Cc1c(C)c(C)c(S(=O)(=O)N2CCC(Cc3ccc(-n4cccc4)cc3)CC2)c(C)c1C | 19 | -6 | -2
CCCNC(=O)c1cc(-c2ccccc2OC)nc2cc(-c3ccc(Cl)cc3)nn12 | 13 | -9 | -12
CN1CC=C2C(C#N)C(=N)C(C#N)(C#N)C(c3ccc(F)cc3F)C2C1 (stereo not given) | 16 | -3 | -4
CCOc1ccc(-c2ccc(=O)n(CCNC(=O)NC3CCCCC3)n2)cc1 | -3 | -2 | -4
O=C(NCc1ccccc1)c1cccc(N2CCCS2(=O)=O)c1 | -1 | . | -15
CCc1nc2ccc(C(=O)Nc3cccc(OCC(=O)N(C)C)c3)cn2c1N(C)C(=O)C1CCCCC1 | -3 | -3 | 0
Cc1ccc(-c2nnc(CN3CCCC(c4nc5ccccc5[nH]4)C3)o2)cc1 (stereo not given) | -1 | -3 | 5
CC1CCN(CC(=O)N2N=C(c3ccccc3Cl)CC2c2ccccc2Cl)CC1 (stereo not given) | 0 | -1 | -1
CCOCc1c(C(=O)Nc2ccc3c(c2)OCCCO3)oc2ccccc12 | -1 | . | -7
CC(=O)Nc1cccc2c1CCN(C(C)c1cccc3ccccc13)C2 (stereo not given) | 13 | . | -5
Cc1noc(C)c1CN1CC2(CCN(C(=O)[C@H](C)O)CC2)CC1=O | . | -2 | 1
O=C(CSc1nc2sc3c(c2c(=O)n1Cc1ccco1)CCC3)NC1CCCC1 | -1 | -4 | -2
NN(CCC(=O)N1CCCCC1)C1=NS(=O)(=O)c2ccccc21 | 11 | . | 2
COc1ccc(CCn2ccnc2-c2coc(C)n2)cc1OC | -2 | . | -1
CNC(=O)[C@@H]1C[C@@H](N)CN1Cc1cc(C)n(-c2cc(C)ccn2)c1C | 3 | . | -1
c1ccc2c(OCCCCCn3ccnc3)cccc2c1 | 2 | . | -2
CCN(CC)Cc1cnc2c(C(=O)Nc3ccc[nH]c3=O)cnn2c1 | 6 | 3 | 3
COCC(O)CN(C)CC1CC(c2ccccc2)=NO1 (stereo not given) | -3 | -6 | -4
Cc1ccc(-n2nc(C)c3c(=O)c(C(=O)Nc4ccccc4C)c[nH]c32)cc1 | -1 | -9 | -10
CC(C)NC(=O)C(C)Sc1nnc(C(F)(F)F)n1C (stereo not given) | 0 | . | 1
Cc1ccc(-n2nc(C(=O)N3CCN(C)CC3)c(=O)n(Cc3cccc(F)c3)c2=O)cc1C | 16 | -4 | -2
CCC1(O)CC2CN(CCc3c([nH]c4ccccc34)[C@@](C(=O)OC)(c3cc4c(cc3OC)N(C=O)C3[C@]45CCN4CC=C[C@@](CC)([C@@H](OC(C)=O)[C@]3(O)C(=O)OC)[C@H]45)C2)C1 (stereo not given in full) | -2 | -2 | 2
CCC(=O)Nc1c(-c2ccccn2)nsc1C(=O)N1CCC(Cc2ccccc2)CC1 | -2 | -3 | -1
CC(O)C12CC3CC(CC(C3)C1)C2 (stereo not given) | 6 | -5 | -4
